Screening results: PubChem BioAssay, Sanford-Burnham Center for Chemical Genomics
H9c2 TAG inh: inhibitors of triacylglycerol accumulation; H9c2 cells, Nile Red lipid (TAG) fluorescence; cells loaded with 200 µM oleic acid; inhibition, % at 12.5 µM; 230,000 tested, 0.66% active;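 active means pattern-corrected inhibition of lipid staining of at least 50% with the nuclear-stain viability signal not falling by more than 50%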;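 further: 0% = DMSO wells and 100% = triacsin C control wells; some results filed as inactive read as strong as hits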
H9c2 TAG inh DAPI viability: second read-out of H9c2 TAG inh, no call of its own (marks repeat the call); DAPI nuclei signal change (viability), lower = more cytotoxic, %;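 whole-well DAPI fluorescence read on a plate reader as a viability signal; minus 50 percent equals half of cells still viable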
* marks the source's active call; other numbers are inactive results. These rows are one share of the data. The share of hits here may be higher or lower than overall.

The first 6 records (preview)
molecule	H9c2 TAG inh	H9c2 TAG inh DAPI viability
CSc1ccccc1NC(=O)CN1CCCCC1	10	-10
CSc1nccc(Oc2cncc(Cl)c2)n1	3	-11
CCN(CC(=O)NCc1ccc(F)cc1)CC(O)COCc1cccc(OC)c1 (stereo not given)	7	-15
CC(Oc1cccc(Cl)c1)C(=O)Nc1ccc(N2CCOCC2)cc1N1CCOCC1 (stereo not given)	18	9
CC(C)C(c1nnnn1Cc1cccs1)N1CCN(c2ccccc2)CC1 (stereo not given)	-5	-6
Cc1ccc(S(=O)(=O)N2CCCc3ccccc32)cc1C	-9	-3

This part in full, repeating the preview:
molecule	H9c2 TAG inh	H9c2 TAG inh DAPI viability
CSc1ccccc1NC(=O)CN1CCCCC1	10	-10
CSc1nccc(Oc2cncc(Cl)c2)n1	3	-11
CCN(CC(=O)NCc1ccc(F)cc1)CC(O)COCc1cccc(OC)c1 (stereo not given)	7	-15
CC(Oc1cccc(Cl)c1)C(=O)Nc1ccc(N2CCOCC2)cc1N1CCOCC1 (stereo not given)	18	9
CC(C)C(c1nnnn1Cc1cccs1)N1CCN(c2ccccc2)CC1 (stereo not given)	-5	-6
Cc1ccc(S(=O)(=O)N2CCCc3ccccc32)cc1C	-9	-3
Cn1nc(C(=O)Nc2ccc(S(=O)(=O)N3CCCCC3)cc2)ccc1=O	14	-4
Cc1ccc2c(CSc3nc4nc(C)cc(C)n4n3)cc(=O)oc2c1	2	-12
O=C(CN1CCN(Cc2ccccc2Cl)C1=O)NC1CCCCCCC1	-16	-5
NC(=O)C1CCN(C(=O)c2cc3n(n2)C(C(F)(F)F)CC(c2ccco2)N3)CC1 (stereo not given)	-7	2
NS(=O)(=O)c1cc(C(=O)N=Nc2c(O)[nH]c3ccccc23)ccc1Cl	24	-2
O=C(NCC(=O)N(c1ccc(F)cc1)C(C(=O)NCC1CCCO1)c1ccccc1)c1ccco1 (stereo not given)	-10	27
O=CNc1c(Cl)cc2c(c1Cl)Cc1cc([N+](=O)[O-])ccc1-2	17	-9
Cc1cccc(NS(=O)(=O)c2cc(C(=O)N3CCCCCC3)ccc2C)c1	-7	1
COc1ccc(N2CCN(Cc3nc4c(c(=O)[nH]c(=O)n4C)n3CC(C)=O)CC2)cc1	-12	7
C[C@@H]1CN([C@@H](C)CO)C(=O)CCCn2nncc2CO[C@@H]1CN(C)S(=O)(=O)c1cccs1	6	-3
Cc1[nH]c2ccc(C(=O)N3CCC(C(N)=O)CC3)cc2c1C	-6	14
COCCNC(=O)c1cc2c(=O)n3cccc(C)c3nc2n1C	33	-18
O=C1CN(C(=O)c2cc3ccccc3oc2=O)C(c2ccccc2)c2cc(F)ccc2N1 (stereo not given)	-7	5
Cc1ccc(NC(=O)Cn2nnc(-c3ccccc3NC(=O)c3cccs3)n2)cc1	57*	-18*
CCOC(=O)Cn1cc(/C=C(/C#N)C(=O)NC(C)C)c2ccccc21	2	3
C/C(=N\NS(=O)(=O)c1cccc([N+](=O)[O-])c1)c1cccnc1	7	-10
COc1cc(-c2nnc(SC/C=C/c3ccccc3)n2N)cc(OC)c1OC	0	-3
CCOC(=O)c1csc(COc2ccc(OC)cc2)n1	-10	5
CN1CCN(c2nc3c(c(=O)[nH]c(=O)n3C)n2Cc2cccc(Br)c2)CC1	3	2
COc1ccc(CCCc2nc3ccccc3[nH]2)cc1	-15	6
Cc1csc(=O)n1CCC(=O)OCC(=O)Nc1cccc(C#N)c1	8	-8
O=C1CCCC2=C1C(c1ccccc1)NC(=S)N2 (stereo not given)	5	-1
COc1ccc(CNC(=O)c2cccc(N(C)C)c2)cc1	-8	5
CCOc1ccc(N2C(=O)/C(=C/c3cc(OC)c(OC)c(OC)c3)N(CC(=O)OC)C2=S)cc1	-26	1

In the list so far, 2 contain a furan ring, fused or not:
molecule	H9c2 TAG inh	H9c2 TAG inh DAPI viability
NC(=O)C1CCN(C(=O)c2cc3n(n2)C(C(F)(F)F)CC(c2ccco2)N3)CC1 (stereo not given)	-7	2
O=C(NCC(=O)N(c1ccc(F)cc1)C(C(=O)NCC1CCCO1)c1ccccc1)c1ccco1 (stereo not given)	-10	27

Continued.
molecule	H9c2 TAG inh	H9c2 TAG inh DAPI viability
NS(=O)(=O)c1ccc(NC(=O)COC(=O)COc2cccc(C(F)(F)F)c2)cc1	-6	0
NC(=O)C1CCN(C(=O)c2cc(S(=O)(=O)N3CCN(c4ccccc4)CC3)ccc2Cl)CC1	-8	-4
O=C1c2ccc3c4c(ccc(c24)C(=O)N1CCCCO)C(=O)N(CCCCO)C3=O	73*	-25*
CC(C)(C)C1CCC(=NOC(=O)c2ccc(F)cc2)CC1 (stereo not given)	-10	0
CCN1CC(CN(C)Cc2nc(-c3ccc(OC)c4ccccc34)oc2C)CC1=O (stereo not given)	0	45
CCn1c(C)nnc1SCC(=O)Nc1cccc(C(F)(F)F)c1	-1	-2
N/C(=N\N=Cc1ccc2c(c1)OCO2)NN=Cc1ccc2c(c1)OCO2	29	19
CCCS(=O)(=O)N1CCCC(C(=O)NCCCN(CC)c2cccc(C)c2)C1 (stereo not given)	-1	6
CN1CCN(NC(=O)Nc2ccc(F)cc2)CC1	7	-2
Cc1cc(NC(=O)C23CCC(C)(C(=O)O2)C3(C)C)no1 (stereo not given)	-4	2
COc1ccccc1N1CCN(C(=O)C(=O)c2cn(CC(=O)N3CCCCCC3)c3ccccc23)CC1	19	-3
CCOc1ccc(S(=O)(=O)N(C)c2ccc(OCC(=O)NCc3ccc(C(=O)OC)cc3)cc2)cc1	-15	-1
O=S1(=O)CCN(Cc2ccc(F)cc2)CC1	9	-13
COc1cccc(CN(C)C(=O)c2cccc(S(=O)(=O)N3CCN(c4ccc(F)cc4)CC3)c2)c1OC	-30	-2
COc1ccc(-c2n[nH]c(C)c2-c2ccc(Cl)cc2)c(O)c1OC	10	-7
CCS(=O)(=O)N1CCC(C(=O)O)CC1	10	-2
CSc1cccc(NC(=O)CCCOc2ccc(Cl)cc2Cl)c1	5	-4
Cc1ccc(CNC(=O)c2cnc(-c3ccccn3)nc2C(F)(F)F)cc1	14	-21
NC(=O)c1cccc(-c2csc(C(O)c3ccccc3)n2)c1 (stereo not given)	10	3
CC(C)(C)c1cc[n+](/C(C(=S)NC2CC2)=C(/[O-])c2ccc(Cl)s2)cc1	-8	2
COc1ccc(S(=O)(=O)N2CC(O)CC2C(=O)Nc2cccnc2)cc1 (stereo not given)	-4	4
COc1cccc(NC(=O)CN(C)C(=O)c2cc(-c3ccc(C)o3)nc3ccccc23)c1	1	16
O=C(Nc1ccccc1F)c1ccc(CNS(=O)(=O)c2cccc(C(F)(F)F)c2)cc1	12	-2
CC(=O)NC[C@H]1O[C@@H](n2ccc(N)nc2=O)[C@H](O)[C@@H]1O	-7	-3
CCCc1nn(C)c2c1C(c1ccncc1)C(C#N)=C(N)O2 (stereo not given)	2	9
O=C(NCC(c1ccco1)N1CCN(c2ccccc2)CC1)C1CCCCC1 (stereo not given)	-2	-5
Cc1ccc(NCc2n[nH]c(=S)n2-c2cccc(Cl)c2)cc1	13	-12
COc1cccc(N/C=C/C(=O)c2ccc(C)cc2)c1	-6	0
O=C(NCc1ccc(Cl)cc1)C1CCN(C(=O)c2ccc(Cl)cc2)CC1	-23	5
CC(C)(O)C#Cc1ccc(CNC[C@H]2O[C@@H](n3cnc(C(N)=O)n3)[C@H](O)[C@@H]2O)s1	0	6

Remaining list, next part.
molecule	H9c2 TAG inh	H9c2 TAG inh DAPI viability
CC(C)CC(=O)Nc1ccc(F)c(Cl)c1	-6	7
O=C(OCC(=O)N1CCN(C(=O)COC(=O)c2ccccc2NCCO)CC1)c1ccccc1NCCO	0	24
CC1(C)OC(=O)CC1C(=O)NCc1ccccc1 (stereo not given)	-7	-1
CCc1nnc(NS(=O)(=O)c2ccccc2)s1	-14	3
O=C(c1ccc(F)cc1)C(C(=O)N1CCCCC1)n1ccccc1=O (stereo not given)	-7	-1
CCOC(=O)CNC(=S)N(CCCN1CCCCC1)Cc1cccs1	4	7
O=S(=O)(NCC(O)c1ccccc1)c1ccc(-c2ccccn2)s1 (stereo not given)	-14	4
COc1ccc(CCNC(=O)c2ccccc2NC(=O)CN2CCN(c3ccccc3O)CC2)cc1	11	1
O=C(Nc1ccccc1F)c1ccc2snnc2c1	4	2
CC(NC(=O)CCSCCC(=O)NC(C)c1ccccc1)c1ccccc1 (stereo not given)	0	7
Cc1ccc(CNC(=O)Cc2ccc(NC3=NC4CS(=O)(=O)CC4S3)cc2)cc1 (stereo not given)	10	-3
CCn1nnc2cc(C(=O)Nc3ccc(C(=O)OC(C)C)cc3)ccc21	14	1
COc1ccc(C(O)c2ncc(-c3ccc4ccccc4c3)[nH]2)cc1 (stereo not given)	-28	-1
COc1ccc(C2(C(=O)c3ccccc3)C(=O)c3ccccc3C2=O)cc1	-2	5
CC(=O)c1ccc(NC(=O)CSc2nc3nn(-c4ccccc4)c(=O)c-3c3n2CCCCC3)cc1	17	-11
CC(=O)Nc1cccc(Oc2nc(NCCN(C)C)nc3ccsc23)c1	14	17
O=C(CCNC(=O)N1CC(=O)Nc2ccccc21)NCc1ccccc1	7	-15
COC(=O)[C@@]12CCCCN1[C@H](c1ccc(-c3cccc(Cl)c3)c(OC)c1)[C@@H]1C(=O)N(C)C(=O)[C@@H]12	8	5
Cc1cccc(C)c1NC(=O)CNC(=O)c1cnccn1	-5	2
CC(C)[C@H](NC(=O)c1ccc(F)cc1)C(=O)N(C)Cc1cccs1	-14	7
COC(=O)c1cccc(NC(=O)c2cccnc2C(=O)O)c1C	11	-18
N#Cc1ccc(C(=O)OCC(=O)N2CCN(C(=O)c3ccco3)CC2)cc1	-2	-11
COc1cc(NC(=O)CCCc2c[nH]c3ccccc23)cc(OC)c1	-41	-5
COc1c(F)c(F)c(-c2csc(N)n2)c(F)c1F	-5	-6
CC(C)c1nc2oc3c(N4CCNCC4)ncnc3c2c2c1CCC2	12	3
O=C1[C@H](Cc2ccccc2)NCCCC[C@H](c2ccc(Cl)cc2)N1Cc1ccc(Cl)cc1	2	3
COc1ccc(CNC(=O)C(=O)NCCC2CCCCN2S(=O)(=O)c2ccc(C)cc2)cc1 (stereo not given)	14	3
COC(=O)c1c(N)sc(C(=O)NCCc2ccccc2)c1C	-9	1
CCc1ccc(OCC(=O)N2CCN=C2c2ccccc2)cc1	-17	-3
O=C1c2ccccc2NC2(CCCCC2)N1c1ccc(O)cc1	12	-4

(listing goes on)
molecule	H9c2 TAG inh	H9c2 TAG inh DAPI viability
CCc1nc2ccccc2c(C(=O)OCC(=O)N(C)Cc2ccccc2)c1C	27	-3
O=C(O)/C=C/C(=O)Nc1cc(F)ccc1F	5	-7
Cn1c(=O)c2cc3c(nc2n(C)c1=O)CC(c1ccccc1)CC3=O (stereo not given)	23	-2
CCOc1ccc(S(=O)(=O)N2CCOCC2)cc1NC(=O)CSCc1c(C)noc1C	1	-8
O=C(Nc1ncc2c(n1)-c1ccccc1OC2)c1ccccc1Cl	-28	20
O=C(O)c1ccc(/C=N/NC(=O)c2ccc(F)cc2)cc1	-6	-1
O=C(c1cc(-c2ccccc2Cl)nc2ccc(Br)cc12)N1CCN(c2ccccn2)CC1	-5	5
O=C(NC1CCS(=O)(=O)C1)c1ccc(N2CCCCC2)c([N+](=O)[O-])c1 (stereo not given)	5	0
CCOC(=O)c1cc(-c2ccccc2)n(CC(=O)NC(C)(C)C)c1C	-4	-3
CC(=O)C(CC(=O)N1CCCc2ccccc21)C(=O)Nc1ccc(F)cc1 (stereo not given)	43	-3
Cc1ccc(-c2nn(C)c(=O)c3ccccc23)cc1CNC(=O)NC1CCCCC1	1	0
C=CCSc1nnc2c(n1)OC(C)=Nc1ccc(Br)cc1-2	25	-12
Fc1ccc(OCCn2cnc(Cl)c2Cl)cc1	-11	9
Cc1ccc2sc(N(CCCN(C)C)C(=O)CN3C(=O)c4ccccc4C3=O)nc2c1C	7	7
CCOc1ccc(NC(=S)NC(=O)/C=C/c2ccc(Br)cc2)c([N+](=O)[O-])c1	2	-7
COc1ccc(/C(C)=N/NC(=O)CNC(=O)c2cccs2)cc1	-4	-1
O=C(Cc1ccccc1)NCCSCc1ccc(Cl)cc1	6	-10
CC(Sc1ccc(S(=O)(=O)N2CCN(C)CC2)cn1)C(=O)NC1CCCCC1 (stereo not given)	-6	9
C=C1C(=O)OC2C=C(CO)CCC=C(CO)CC(OC(=O)C(C)C)C12 (stereo not given)	8	-12
COc1ccc(CN2Cc3cccc4c3[C@@H](CC2=O)[C@H](O)[C@H](O)C4)cc1	2	8
CCOC(=O)C(C#N)=CN1CCNc2ccccc21	13	-5
CC(C(=O)N1CCOCC1)n1cc([N+](=O)[O-])cn1 (stereo not given)	3	-2
O=C(CCC1CCCN(C(=O)CCN2CCCCC2=O)C1)NCc1ccccc1F (stereo not given)	-16	10
